Source: PubChem
SRC3 TRFRET art – counter-screen for PPARgamma SRC-3 recruitment agonists: TR-FRET artefact. PPARgamma/SRC-3 format; hits give high values. TR-FRET ratio at 8 µM. hit rate 0.39% among 99,000. AID 1048; in the data active = TR-FRET ratio above about 2000; note: inactives centre near 1600; reference of the scale not given here
SRC1 TRFRET art – flags TR-FRET format artefacts in PPARgamma SRC-1 recruitment agonist screen | AID 1051 | hit rate 0.34% among 99,000 | TR-FRET ratio at 8 µM | TR-FRET detection artefact counter-screen, emission ratio; hits give high values; in the data active = TR-FRET ratio above about 2300; note: inactives centre near 1800; reference of the scale not given here
* hit, by the source's call.

SMILES | SRC3 TRFRET art | SRC1 TRFRET art
COc1ccc(/C=C(/NC(=O)/C=C/c2ccccc2)C(=O)O)cc1 | 1609 | 2071
Cc1ccc(S(=O)(=O)N(c2nc(NC(C)C)nc(NC(C)C)n2)n2cnnc2)cc1 | 1525 | 1915
Cc1cccc(NC(=O)c2cn(-c3ccccc3)nc2-c2ccccc2)c1 | 1516 | 1782
CCN(CC)CCOC(=O)c1ccc(NC(=O)CCNC(=O)Cn2ccc3ccccc3c2=O)cc1 | 1543 | 1604
CCC(C(=O)OCC(=O)Nc1cc(OC)ccc1OC)c1ccccc1 (stereo unspecified) | 1709 | 1918
Cc1c(C#N)c(O)n(CCO)c(=O)c1N=Nc1ccc(S(N)(=O)=O)cc1 | 2009 | 2132
COc1ccc(C(=O)C2CC2c2ccc3c(c2)OCO3)cc1 (stereo unspecified) | 1599 | 1569
CC1Cc2ccccc2N1S(=O)(=O)c1cccc(C(=O)N2CCN(c3ncccn3)CC2)c1 (stereo unspecified) | 1499 | 2286
CC(C)CC(NC(=O)C(CC(C)C)NC(=O)C(Cc1ccc(OCc2ccccc2)cc1)NC(=O)OC(C)(C)C)C(N)=O (stereo unspecified) | 1468 | 1800
Cc1nc2nc[nH]n2c(=O)c1C/C=C/c1ccccc1 | 1607 | 1931
COC(=O)C1=C(C)Nc2c(c(=O)n(C)c(=O)n2C)C1c1ccc(Cl)cc1 (stereo unspecified) | 1384 | 1772
COC(=O)CC(c1ccc(C(C)C)cc1)n1cccc1 (stereo unspecified) | 1436 | 1984
COc1ccc(C(=O)NC(=S)Nc2ccc3oc(=O)ccc3c2)cc1OC | 1639 | 2189
CN1CCN(C(=O)/C=C\c2ccc(Cl)cc2)CC1 | 1456 | 1744
COc1ccccc1OCCCN1C(=O)C(=O)c2cccc(C)c21 | 1834 | 1943
Cc1cc(NC(=O)CCC(=O)N(Cc2ccccc2)C2(C(=O)NC3CCCCC3)CCCC2)no1 | 1479 | 1633
O=C1Nc2ccc(Cl)cc2[C@@](C#CC2CC2)(C(F)(F)F)O1 | 1607 | 1719
CCC(=C(c1ccc(OC)cc1)c1ccc(OC)cc1)c1cn(CC(O)CN(CCO)CCO)c2ccccc12 (stereo unspecified) | 1517 | 1793
Cc1ccc(C)c(CSC2=NCCN2C(=O)c2cccs2)c1 | 1422 | 1878
Cc1ccc(N(NC(=O)C(O)(c2ccccc2)c2ccccc2)C(=O)CCl)cc1 | 1546 | 1717
Fc1ccc(CSc2ccc(-c3ccco3)nn2)cc1 | 1526 | 1968
COc1ccc(N=Cc2cc(Cc3ccccc3Cl)cc([N+](=O)[O-])c2O)cc1OC | 1687 | 1871
COCCOC(=O)C1=C(C)NC2(O)c3ccccc3C(=O)C12O (stereo unspecified) | 1615 | 1749
O=C(COC(=O)C1CC1)NC(=O)NCc1ccccc1 | 1529 | 1833
C/C(=N\OCC(=O)NC(C)C)c1cccs1 | 1485 | 1934
COCCCNC(=O)/C(C#N)=C/c1cc(C)[nH]c1C | 1388 | 1749
COC(=O)N1CCN(c2ccc(C)cc2)C(C)C1 (stereo unspecified) | 1547 | 1722
CCOC(=O)N/N=C/c1ccc(Oc2ccccc2)cc1 | 1495 | 1727
C#Cc1ccc([C@H]2C=C(C(=O)N3CCN(Cc4ccccc4)CC3)O[C@@H](OCc3ccc(CO)cc3)C2)cc1 | 1533 | 1825
O=C(CCCN1C(=O)/C(=C\c2cccs2)SC1=S)NNC(=O)c1cccnc1 | 1401 | 1513
CC(C)CNC(=O)NC(=O)COC(=O)c1ccccc1Sc1ccc(C(F)(F)F)cc1[N+](=O)[O-] | 1727 | 1929
Cc1cc(C)n(CCNC(=O)CCc2nnc(CCc3ccccc3)o2)n1 | 1729 | 1781
CC(/C=N/n1c(-c2cc(C)[nH]n2)n[nH]c1=S)=C\c1ccccc1 | 1458 | 1879
Cc1ccc(-c2cc(=O)c3cc(Cl)ccc3[nH]2)cc1 | 1584 | 1543
O=C(Nc1nc(-c2ccc3ccccc3c2)cs1)c1ccc(N2C(=O)CCC2=O)cc1 | 1660 | 1669
COc1ccccc1CC(=O)Nc1cccc(C(=O)NN2C(=O)c3ccccc3C2=O)c1 | 1757 | 1584
CCOc1ccc(NC(=O)COC(=O)c2ncc(Cl)c(Cl)c2Cl)cc1 | 1536 | 1685
O=C(COC(=O)CC1CC2CCC1C2)NC(=O)NC1CCCC1 (stereo unspecified) | 1399 | 1957
Cc1ccc(-n2[nH]c(C)c(/C=N/NC(=O)c3cccc([N+](=O)[O-])c3)c2=O)cc1C | 1600 | 1828
CC(=O)c1ccc(S(=O)(=O)N2CCN(c3ccccc3F)CC2)cc1 | 1539 | 1564
CC(C)(C)n1cnc2cc(NCc3cccs3)ccc21 | 1717 | 1929
N#Cc1cccc(NC(=S)Nc2ccccc2)c1 | 1619 | 1836
CCc1cc(C(=O)N2CCCC(CCC(=O)N3CCN(c4ccccn4)CC3)C2)no1 (stereo unspecified) | 1746 | 1831
Cc1ccc(/C=N/NC(=O)c2cccc(S(=O)(=O)Nc3ccccc3Cl)c2)s1 | 1663 | 1811
COc1ccc(NC(=O)NCCCN2CCc3ccccc3C2)cc1 | 1477 | 1661
Cc1cc(C(=O)Nc2ccc(S(=O)(=O)N3CCCC3)cc2)no1 | 1426 | 1639
CSc1ccccc1NC(=O)c1cc2ncc(Br)cn2n1 | 2070* | 2400*
COC(=O)c1ccc(Cl)c(NC(=O)CN(c2ccc(OC)c(OC)c2)S(C)(=O)=O)c1 | 1561 | 1872
CCOC(=O)c1c(C)c(C(=O)Nc2ccc3c(c2)OCCO3)c(C)n1C | 1816 | 2060
CCOC(=O)Cc1nn(Cc2ccc(Cl)cc2)c(=O)c2ccccc12 | 1765 | 1799
COc1ccc(CC(NC(C)=O)C(=O)NC2CCN(c3nc(C)cc(C)c3C#N)CC2)cc1 (stereo unspecified) | 1454 | 1757
CCOC(=O)c1ccc(NC(=O)CCNC(=O)c2ccc([N+](=O)[O-])cc2)cc1 | 1484 | 1486
COCCC(=O)Nc1ccc2c(c1)CN(C(=O)CCOC)CC2 | 1728 | 1831
O=C(Nc1ccccc1O)/C(=C\c1ccccc1)NC(=O)c1ccccc1 | 1638 | 1756
CC1OC2(C)OC(=N)C1(C#N)C(C#N)(C#N)C2c1ccccc1 (stereo unspecified) | 1710 | 1782
O=C(CCc1nnc(Cc2c[nH]c3ccccc23)o1)NCC1CC12CCCCC2 (stereo unspecified) | 1644 | 2092
COc1ccc(C)cc1NC(=O)NCc1ccccn1 | 1758 | 1860
CCN(C(=O)CSc1nnc(-c2ccc(F)cc2)c2ccccc12)C1CCS(=O)(=O)C1 (stereo unspecified) | 1511 | 1833
CSc1ccccc1C(=O)OCC(=O)NC1CCS(=O)(=O)C1 (stereo unspecified) | 1519 | 1843
C/C(CC(=O)NC1C2CC3CC(C2)CC1C3)=N\NC(=O)Cc1cccs1 (stereo unspecified) | 1612 | 1778

Next section, overlapping the part above by 7 compounds.
SMILES | SRC3 TRFRET art | SRC1 TRFRET art
O=C(Nc1ccccc1O)/C(=C\c1ccccc1)NC(=O)c1ccccc1 | 1638 | 1756
CC1OC2(C)OC(=N)C1(C#N)C(C#N)(C#N)C2c1ccccc1 (stereo unspecified) | 1710 | 1782
O=C(CCc1nnc(Cc2c[nH]c3ccccc23)o1)NCC1CC12CCCCC2 (stereo unspecified) | 1644 | 2092
COc1ccc(C)cc1NC(=O)NCc1ccccn1 | 1758 | 1860
CCN(C(=O)CSc1nnc(-c2ccc(F)cc2)c2ccccc12)C1CCS(=O)(=O)C1 (stereo unspecified) | 1511 | 1833
CSc1ccccc1C(=O)OCC(=O)NC1CCS(=O)(=O)C1 (stereo unspecified) | 1519 | 1843
C/C(CC(=O)NC1C2CC3CC(C2)CC1C3)=N\NC(=O)Cc1cccs1 (stereo unspecified) | 1612 | 1778
COC(=O)c1c(Cc2ccccc2Cl)c[nH]c1C | 1658 | 1676
COc1cc(CC(=O)N2CCc3ccccc32)cc(OC)c1OC | 1288 | 1839
CC(=O)c1c(C)n([O-])c2cc(F)c(F)cc2[n+]1=O | 1493 | 1859
O=C(N/N=C/c1ccc(F)cc1)c1ccccc1 | 1763 | 1853
Cc1cc(C)n2nc(C(=O)OCC(=O)N3CCC3)nc2n1 | 1532 | 1767
COc1ccc(CCNC(=O)CSc2nncs2)cc1 | 1419 | 1955
CN(C)c1ccc(NC(=S)NCC2CCCO2)cc1 (stereo unspecified) | 1696 | 1845
Cc1ccn2c(c1)nc(=S)n2C(=O)c1ccco1 | 1708 | 1850
O=C(CCC1CCCN(C(=O)COc2ccccc2)C1)N1CCN(c2ccccn2)CC1 (stereo unspecified) | 1642 | 1547
Cc1ccc(CN2CCNC(=O)C2CC(=O)NC2CCCCCC2)o1 (stereo unspecified) | 1488 | 1594
CCOC(=O)C1=C(C)N(C)C(=S)NC1c1c(OCC)ccc2ccccc12 (stereo unspecified) | 1811 | 1752
COc1cccc(-c2cc(C(F)(F)F)n3nc(C(=O)Nc4c(C)n(C)n(-c5ccccc5)c4=O)cc3n2)c1 | 1393 | 1592
CN(C)CCCN(C(=O)c1ccc2c(c1)CCCC2)c1nc2ccc(Cl)cc2s1 | 1560 | 1786
O=C(CCc1nnc(CCCCc2ccccc2)o1)NCCN1CCCCC1=O | 1579 | 1935
O=C1COc2ccc(C(=O)COC(=O)CCSc3ccc(Cl)cc3)cc2N1 | 1592 | 1749
Cc1cccc(C)c1NC(=S)NC(C)CCc1ccccc1 (stereo unspecified) | 1736 | 1817
Cc1c(CC=C(Cl)Cl)c(=O)[nH]c2c(C)cccc12 | 1817 | 2032
Cc1ccccc1OCC(O)Cn1c(Br)nc2c1c(=O)[nH]c(=O)n2C (stereo unspecified) | 1627 | 1949
COc1ccccc1NC(=O)Cn1cnc2c(nnn2-c2ccc(C)cc2)c1=O | 1525 | 1918
NS(=O)(=O)c1cc2c(cc1C(F)(F)F)NCNS2(=O)=O | 1665 | 1734
CCCN(CCC)C(=O)Cc1ccc(F)cc1 | 1531 | 1545
Cc1cc2oc(C(=O)NCc3ccc(S(N)(=O)=O)cc3)c(C)c2cc1C | 1749 | 1871
CCc1nnc(NC(=O)c2ccc(N3C(=O)CCC3=O)cc2)s1 | 1542 | 1985
CCO[C@@H]1OC(C(N)=O)=C[C@H](c2ccc(C(F)(F)F)cc2)[C@H]1CCCO | 1587 | 1690
Oc1c(C(Nc2ccccn2)c2cccnc2)cc(Cl)c2cccnc12 (stereo unspecified) | 1593 | 1851
COCC(C)N=C1NN=C(c2cccs2)C(CC(=O)O)S1 (stereo unspecified) | 1605 | 1659
COc1ccccc1C(=O)Nc1cccc(NC(C)=O)c1 | 1781 | 1777
COC(=O)c1cc(C(=O)OC)n(Cc2ccc(F)cc2)c1C | 1781 | 1798
CCOc1ccc(C(=O)NCCc2ccc3c(c2)OCCO3)cc1 | 1654 | 1762
O=C(CSc1ccccc1C(=O)O)NCc1ccc(Cl)cc1 | 1475 | 1949
O=C(NNc1c2ccccc2nc2ccccc12)c1ccc(O)cc1 | 1798 | 2128
CC(=O)N1CCN(CC(=O)Nc2cc([N+](=O)[O-])ccc2Cl)CC1 | 1584 | 2014
CC(C(=O)Nc1ccc(N2CCOCC2)cc1)N1C(=O)c2ccccc2C1=O (stereo unspecified) | 1577 | 1961
CC(C(=O)Nc1cccc(S(=O)(=O)N2CCOCC2)c1)N1CCN(C/C=C/c2ccccc2)CC1 (stereo unspecified) | 1625 | 1854
O=C(NNC(=O)c1ccccc1[N+](=O)[O-])c1ccco1 | 1500 | 1840
CC1CC(C)CN(CC(O)COc2ccc3c(c2)CCC3)C1 (stereo unspecified) | 1683 | 1997
COc1cc(/C=N/NC(=O)C(=O)NCc2cccnc2)ccc1O | 1842 | 2154
O=C(N/N=C1\CC(c2ccccc2)Oc2ccccc21)c1cccnc1 (stereo unspecified) | 1738 | 1752
O=C(CCCc1c[nH]c2ccccc12)Nc1ccc2ccccc2c1 | 1480 | 1914
CCCn1c(N)c(C(=O)CSc2nnc(-c3cccnc3)n2-c2ccc(C)cc2C)c(=O)[nH]c1=O | 1681 | 2021
O=C(Nc1cccc(C(F)(F)F)c1)C1CCN(S(=O)(=O)c2cnc[nH]2)CC1 | 1690 | 1681
CCOc1ccc(/C=C/C(=O)NCc2ccccc2)cc1 | 1522 | 1844
CCCC(=O)NC(NC(=S)Nc1ccc(N=Nc2ccccc2)cc1)C(Cl)(Cl)Cl (stereo unspecified) | 1548 | 1811
CCOc1cccc(N(C(=O)C2COc3ccccc3O2)C(C(=O)NC2CCCCC2)c2ccc(O)cc2)c1 (stereo unspecified) | 1329 | 1555
c1nnc2c3c4c(sc3ncn12)CCC4 | 1576 | 1783

Arranged by molecular weight (low to high): part of the list above
SMILES | SRC3 TRFRET art | SRC1 TRFRET art
C/C(=N\OCC(=O)NC(C)C)c1cccs1 | 1485 | 1934
CN1CCN(C(=O)/C=C\c2ccc(Cl)cc2)CC1 | 1456 | 1744
CC(C)CNC(=O)NC(=O)COC(=O)c1ccccc1Sc1ccc(C(F)(F)F)cc1[N+](=O)[O-] | 1727 | 1929

(cont.)
SMILES | SRC3 TRFRET art | SRC1 TRFRET art
COc1ccc(C)cc1NC(=O)C(OC(=O)c1ccc([N+](=O)[O-])o1)c1ccccc1 (stereo unspecified) | 1624 | 1979
COc1cc(/C=N/N=C2/SCC(=O)N2c2ccc(O)cc2)ccc1O | 1559 | 1999
COc1ccccc1C/C(N)=N/OC(=O)COc1cccc(C)c1 | 1552 | 1736
COc1ccc(Cc2nnc(-c3ccccc3)o2)cc1 | 1753 | 1834

This is a subset; the hit share may differ from the screen's.
